Screens (PubChem BioAssay)
IDE exosite FP = displaces the probe from the exo-site of human IDE. AID 1259349. P14735. z-score at 20 µM. purified IDE, FL-6b probe fluorescence polarization; hits give low values. actives 6.3% (n = 17,000);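 active = z-score of -3 or lower, meaning strong loss of probe binding signal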;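 note: His-tagged human IDE residues 42-1019 made in E. coli with 30 nM FL-6b probe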
Target sequence (P14735 42-1019 limits assumed): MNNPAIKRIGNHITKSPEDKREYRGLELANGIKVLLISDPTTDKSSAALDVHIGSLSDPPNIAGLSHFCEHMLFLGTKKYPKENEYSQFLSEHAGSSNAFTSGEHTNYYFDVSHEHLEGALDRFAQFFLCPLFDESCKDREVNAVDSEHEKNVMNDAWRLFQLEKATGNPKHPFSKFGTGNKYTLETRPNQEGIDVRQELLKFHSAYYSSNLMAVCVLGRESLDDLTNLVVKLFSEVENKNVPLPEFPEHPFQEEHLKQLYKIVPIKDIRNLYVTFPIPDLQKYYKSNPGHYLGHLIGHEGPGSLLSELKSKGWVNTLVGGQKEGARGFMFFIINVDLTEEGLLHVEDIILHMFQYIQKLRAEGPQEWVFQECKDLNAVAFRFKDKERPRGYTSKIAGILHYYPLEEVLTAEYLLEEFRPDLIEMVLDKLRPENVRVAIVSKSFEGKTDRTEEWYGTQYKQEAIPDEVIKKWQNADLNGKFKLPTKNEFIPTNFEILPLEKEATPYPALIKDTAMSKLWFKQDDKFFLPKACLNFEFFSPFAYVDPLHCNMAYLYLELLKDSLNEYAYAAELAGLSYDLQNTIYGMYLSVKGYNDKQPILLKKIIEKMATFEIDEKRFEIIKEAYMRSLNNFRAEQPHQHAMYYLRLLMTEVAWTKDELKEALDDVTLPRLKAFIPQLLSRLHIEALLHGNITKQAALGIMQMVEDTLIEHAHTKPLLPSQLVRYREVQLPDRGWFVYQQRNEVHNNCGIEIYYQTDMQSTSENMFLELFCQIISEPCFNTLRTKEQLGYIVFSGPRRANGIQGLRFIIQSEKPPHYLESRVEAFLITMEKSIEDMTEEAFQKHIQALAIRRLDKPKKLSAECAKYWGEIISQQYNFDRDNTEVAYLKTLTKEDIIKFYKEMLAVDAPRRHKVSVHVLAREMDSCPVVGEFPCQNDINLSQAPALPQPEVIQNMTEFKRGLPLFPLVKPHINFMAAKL
* hit, by the source's call; & = joins results of further samples; ! = repeats disagree.

SMILES	IDE exosite FP
O=C(N[C@@H]1CC[C@@H](CCNS(=O)(=O)c2ccc(F)cc2)O[C@H]1CO)C1CCC1	2.36
Cc1noc(C)c1S(=O)(=O)Nc1ccc2c(c1)CC(=O)N([C@@H](C)CO)C[C@@H](C)[C@@H](CN(C)Cc1ccc(Oc3ccccc3)cc1)O2	0.553
Cc1ccccc1-c1ccccc1[C@H]1[C@@H](C#N)N(C(=O)c2cccc(F)c2)[C@H]1CO	2.59
C[C@@H]1CN([C@@H](C)CO)S(=O)(=O)c2ccc(-c3cccc(C#N)c3)cc2O[C@@H]1CN(C)C(=O)c1ccccc1	-0.805
CC(=O)N1CCCCN2[C@H](CO)[C@H](c3ccc(-c4ccc(F)cc4)cc3)[C@H]2C1	0.879
N#C[C@H]1[C@@H](c2ccccc2-c2ccccc2F)[C@@H](CO)N1C(=O)C1CCC1	-0.535
NCC[C@@H]1CC[C@@H](NS(=O)(=O)c2ccc(Cl)cc2)[C@@H](CO)O1	2.86&1.25
COCC#Cc1ccc([C@@H]2[C@@H](CO)N3C(=O)CN(C(=O)Nc4cc(F)ccc4F)C[C@H]23)cc1	2.08
COc1ccccc1NC(=O)N1C[C@H]2[C@@H](c3ccccc31)[C@@H](CO)N2C(=O)C1CCCC1	2.03
O=C(c1cnccn1)N1CC(=O)N2[C@H](CO)[C@H](c3ccc(C4=CCCCC4)cc3)[C@@H]2C1	0.132
COCC(=O)N1C[C@H]2[C@@H](c3ccccc31)[C@H](CO)N2C(=O)c1ccccc1F	2.4
Cc1noc(C)c1NC(=O)Nc1ccc2c(c1)C(=O)N(C)[C@@H]1CC[C@@H](CC(=O)N[C@H]3CCN(Cc4ccccc4)C3)O[C@@H]1CO2	1.19
C[C@@H]1CN([C@H](C)CO)C(=O)CCCn2nncc2CO[C@H]1CN(C)C(=O)Nc1ccc2c(c1)OCCO2	-1.43
CN1CCN(C(=O)c2cc3c(c(-c4cccc(Br)c4)n2)[C@@H](CCO)N([S@](=O)C(C)(C)C)C3)CC1	-0.681
COC(=O)C[C@@H]1CC[C@@H]2[C@H](COC[C@H](O)CN2S(=O)(=O)c2ccccc2OC)O1	1.08
N#C[C@H]1[C@@H](c2ccccc2C2=CCCC2)[C@H](CO)N1C(=O)c1ccccn1	1.44
Cc1ccc(-c2ccc([C@@H]3[C@@H](CO)N4CCCCN(S(=O)(=O)c5ccccc5C)C[C@@H]34)cc2)cc1	2.21
CC(=O)NC[C@@H]1[C@H](c2ccc(-c3ccccc3F)cc2)[C@@H](CO)N1C(=O)C1CC1	3.03
CC[C@H]1C/C=C\C[C@H](c2ccc(OC)cc2OC)NC(=O)[C@H](C)CC(=O)N1	1.27
COCC#Cc1ccc([C@H]2[C@H](CO)N3C(=O)CN(C(=O)c4ccncc4)C[C@@H]23)cc1	0.116
C/C=C/c1ccc([C@@H]2[C@H](CO)N3CCCCN(C(=O)Nc4ccccc4F)C[C@@H]23)cc1	-1.19
COc1ccccc1-c1ccccc1[C@@H]1[C@H](C#N)N(C(=O)C2CCC2)[C@H]1CO	3.29
O=C(NC1Cc2ccccc2C1)[C@H]1[C@H](CO)[C@H]2Cn3c(cccc3=O)[C@H]2N1C(=O)c1cnccn1	0.84
COc1ccc2c3c(n(C)c2c1)[C@@H](CO)N(C)CC31CN(C(=O)C2CCC2)C1	-1.24
OC[C@@H]1[C@H](c2ccc(Br)cc2)[C@H]2CN(Cc3cncnc3)CCCCN12	3.59
CN(C)CC(=O)N1[C@H](CO)[C@@H](c2ccccc2)C12CN(CCC(F)(F)F)C2	-0.299
O=C(NC[C@@H]1[C@@H](c2ccccc2)[C@@H](CO)N1Cc1cccnc1)C1CCCCC1	0.913
CC(C)C#Cc1ccc([C@H]2[C@H](CO)N3CCCCN(C(=O)c4ccc(F)cc4)C[C@@H]23)cc1	1.11
COc1ccccc1-c1ccc([C@H]2[C@@H](CO)N3CCCCN(S(=O)(=O)c4cn(C)cn4)C[C@H]23)cc1	-9.3*
COc1cccc(C#Cc2ccc([C@H]3[C@H]4CN(S(=O)(=O)c5ccccc5C)CC(=O)N4[C@H]3CO)cc2)c1	-1.4
C[C@@H]1CN([C@@H](C)CO)C(=O)c2ccccc2-c2ccccc2CO[C@@H]1CN(C)Cc1cccc2c1OCCCO2	-1.27
O=C(C[C@H]1C=C[C@H](NC(=O)Cc2ccccn2)[C@H](CO)O1)NCCc1ccncc1	1.46
CS(=O)(=O)N1CC(=O)N2[C@H](CO)[C@@H](c3ccc(C#CCC4CCCC4)cc3)[C@H]2C1	-0.57
O=C(c1cnccn1)N1CC(=O)N2[C@H](CO)[C@@H](c3ccc(C#CC4CC4)cc3)[C@H]2C1	-0.684
CO[C@H]1CN(C)C(=O)c2cccc(C#N)c2OCC[C@@H]2CC[C@H](OC)[C@@H](CN(C)C(=O)[C@H]1C)O2	1.27
C[C@H](CO)N1C[C@H](C)[C@@H](CN(C)C(=O)Nc2ccc3c(c2)OCO3)OCCCC[C@H](C)Oc2ccc(NS(=O)(=O)c3ccc(F)cc3)cc2C1=O	1.4
COCC(=O)N1[C@@H](C#N)[C@@H](c2ccccc2-c2cccc(C)c2)[C@@H]1CO	0.121
O=C(C[C@@H]1CC[C@@H](NC(=O)c2ccc3c(c2)OCO3)[C@@H](CO)O1)NCc1ccc(Oc2ccccc2)cc1	0.281
C/C=C/c1ccc([C@@H]2[C@@H](C#N)N(c3ncc(CC)s3)[C@@H]2CO)cc1	4.74
COc1ccc2c3c(n(C)c2c1)[C@H](CO)N(C(=O)Nc1ccc(F)cc1)CC31CCN(C(=O)Nc2c(C)noc2C)CC1	0.354
CCS(=O)(=O)N1CC(=O)N2[C@@H](CO)[C@H](c3ccc(C#CC4CCCCC4)cc3)[C@@H]2C1	-1.14
COc1ccccc1S(=O)(=O)N1[C@@H]2CNC[C@H]1C2c1ccc(/C=C/c2ccccc2)cc1 (stereo partly drawn)	-5.24*!
N#C[C@H]1[C@H](c2ccccc2)[C@@H](CO)N1C(=O)c1ccccc1F	2.93
COc1ccc(-c2ccccc2[C@H]2[C@@H](CO)N(C(=O)C3CCC3)[C@H]2C#N)cc1	0.121
O=C(C1CCOCC1)N1CC(=O)N2[C@H](C1)[C@@H](c1ccc(Br)cc1)[C@@H]2CO	1.91
COc1cccc(-c2ccc3c(c2)[C@@H]2[C@@H](CCN2S(=O)(=O)c2ccccc2F)[C@@H](CO)N3)c1	1.66
O=C(c1cccnc1)N1CC(=O)N2[C@H](CO)[C@H](c3ccc(-c4ccc(F)cc4)cc3)[C@H]2C1	2.02
COc1cccc(C#Cc2ccc([C@H]3[C@H]4CN(C(=O)C5CC5)CC(=O)N4[C@H]3CO)cc2)c1	-7.3*
CCCNC(=O)N1CC2(CN(Cc3cccc(F)c3)C2)c2c([nH]c3cc(OC)ccc23)[C@H]1CO	1.95
Cc1nn(C)cc1NC(=O)C[C@H]1CC[C@@H]2[C@@H](COc3ccc(NC(=O)C4CCOCC4)cc3C(=O)N2C)O1	0.00114
C[C@H]1CN([C@@H](C)CO)C(=O)c2cc(C#Cc3ccccc3)cnc2O[C@@H]1CN(C)C(=O)c1ccccc1	-0.37
O=C(Nc1ccccc1F)N1CC(=O)N2[C@H](CO)[C@H](c3ccc(-c4ccccc4)cc3)[C@@H]2C1	-0.514
CC(C)CC#Cc1ccc([C@H]2[C@H]3CN(C(=O)Nc4ccc(F)cc4)CC(=O)N3[C@H]2CO)cc1	4.23
O=C(C1CCC1)N1CC(=O)N2[C@H](CO)[C@@H](c3ccc(C#CCc4ccccc4)cc3)[C@H]2C1	2.23
OC[C@@H]1[C@H](c2ccc(C#Cc3ccccc3F)cc2)[C@H]2CN(Cc3cncnc3)CCCCN12	-9.68*
O=C(c1ccccc1)N1CC(=O)N2[C@H](CO)[C@H](c3ccc(C#CCC4CCCC4)cc3)[C@@H]2C1	3.61
C/C=C/c1ccc([C@H]2[C@@H](CNC(=O)CC)N(Cc3ccccn3)[C@H]2CO)cc1	4.07
O=C(c1cnccn1)N1CC(=O)N2[C@@H](CO)[C@H](c3ccc(C#CC4CCCCC4)cc3)[C@@H]2C1	0.908
COCC#Cc1ccc([C@@H]2[C@@H](CO)N3C(=O)CN(C(=O)C4CC4)C[C@H]23)cc1	0.353
O=C(Nc1cccc(F)c1)N1CC(=O)N2[C@@H](CO)[C@H](c3ccc(-c4ccccc4)cc3)[C@@H]2C1	1.31

Continued:
SMILES	IDE exosite FP
CCCNC(=O)N1CC(=O)N2[C@H](CO)[C@H](c3ccc(C#Cc4cccc(F)c4)cc3)[C@@H]2C1	-8.46*
CCC(=O)N1CC(=O)N2[C@H](C1)[C@H](c1ccc(-c3cccc(C(=O)N(C)C)c3)cc1)[C@@H]2CO	4.74
COc1ccc2c3c([nH]c2c1)[C@@H](CO)N(Cc1ccccn1)CC31CN(Cc2cccc(F)c2)C1	0.644
OC[C@@H]1Nc2ccc(C3=CCCCC3)cc2[C@@H]2[C@H]1CCN2Cc1nccs1	-0.634
CN1CCN(C(=O)C[C@H]2CC[C@H]3[C@@H](COC[C@H](O)CN3CC3CCCCC3)O2)CC1	0.342
CC(=O)N1CC(=O)N2[C@H](C1)[C@@H](c1ccc(-c3cccc(C(=O)N(C)C)c3)cc1)[C@@H]2CO	1.91
O=C(NC[C@H]1[C@@H](c2ccccc2)[C@@H](CO)N1C(=O)C1CCC1)NC1CCCC1	-0.0933
CC(C)NC(=O)N1CC(=O)N2[C@H](CO)[C@@H](c3ccc(/C=C/c4ccccc4)cc3)[C@@H]2C1	-3.31*
COC(=O)c1ccc(CN2CC(=O)N3[C@H](CO)[C@H](c4ccc(-c5ccccc5F)cc4)[C@H]3C2)cc1	0.637
C[C@H](O)C#Cc1ccc([C@@H]2[C@H]3CN(C(=O)c4ccc(F)cc4)CCCCN3[C@H]2CO)cc1	1.34
COc1ccc(C#Cc2ccc([C@H]3[C@@H](CO)N4CCCCN(C)C[C@H]34)cc2)cc1	2
C/C=C/c1ccc([C@@H]2[C@H](CO)N3C(=O)CN(S(=O)(=O)c4ccccc4)C[C@@H]23)cc1	0.427
COc1ccc(S(=O)(=O)N(C)C[C@@H]2OCCCC[C@H](C)Oc3ccc(NC(=O)Cc4ccccc4)cc3C(=O)N([C@@H](C)CO)C[C@H]2C)cc1	2.41
C[C@@H](O)C#Cc1ccc([C@@H]2[C@H]3CN(C(=O)Nc4ccccc4)CCCCN3[C@H]2CO)cc1	0.109
COCC(=O)Nc1ccc2c(c1)[C@H]1C[C@@H](CC(=O)NCc3ccc4c(c3)OCO4)O[C@@H](CO)[C@H]1O2	-0.181

Ordered by SMILES length (largest number first): part of the list above.
SMILES	IDE exosite FP
C[C@H](CO)N1C[C@H](C)[C@@H](CN(C)C(=O)Nc2ccc3c(c2)OCO3)OCCCC[C@H](C)Oc2ccc(NS(=O)(=O)c3ccc(F)cc3)cc2C1=O	1.4
COCC(=O)Nc1ccc2c(c1)[C@H]1C[C@@H](CC(=O)NCc3ccc4c(c3)OCO4)O[C@@H](CO)[C@H]1O2	-0.181
O=C(Nc1cccc(F)c1)N1CC(=O)N2[C@@H](CO)[C@H](c3ccc(-c4ccccc4)cc3)[C@@H]2C1	1.31
C/C=C/c1ccc([C@@H]2[C@H](CO)N3CCCCN(C(=O)Nc4ccccc4F)C[C@@H]23)cc1	-1.19
CCCNC(=O)N1CC2(CN(Cc3cccc(F)c3)C2)c2c([nH]c3cc(OC)ccc23)[C@H]1CO	1.95
O=C(C1CCOCC1)N1CC(=O)N2[C@H](C1)[C@@H](c1ccc(Br)cc1)[C@@H]2CO	1.91
O=C(NC[C@H]1[C@@H](c2ccccc2)[C@@H](CO)N1C(=O)C1CCC1)NC1CCCC1	-0.0933

The results go on:
SMILES	IDE exosite FP
CCS(=O)(=O)Nc1ccc2c(c1)C(=O)N(C)[C@H]1CC[C@H](CC(=O)NCc3ccccc3F)O[C@@H]1CO2	1.72
COCC(=O)NC[C@H]1[C@H](c2ccccc2)[C@H](CO)N1C(C)=O	1.81
O=C(CC1CC1)N1CC2(C1)[C@H](c1ccccc1)[C@H](CO)N2C(=O)c1ccccn1	-1.24
COCC(=O)N1CCCCN2[C@H](C1)[C@H](c1ccc(C#Cc3ccccc3)cc1)[C@@H]2CO	-9.96*
COCC(=O)N1CCCCN2[C@H](C1)[C@@H](c1ccc(-c3ccc(OC)cc3)cc1)[C@@H]2CO	1.43
Cc1cccc(-c2ccc([C@@H]3[C@H](CO)N4CCCCN(S(=O)(=O)c5ccccc5F)C[C@@H]34)cc2)c1	-22.1*
C/C=C/c1ccc([C@H]2[C@H]3CN(C(=O)Nc4ccc(F)cc4)CC(=O)N3[C@H]2CO)cc1	-1.76
COCC(=O)N1CC2(C1)[C@H](c1ccccc1)[C@@H](CO)N2C(=O)NC1CCCC1	0.0824
O=C(C[C@H]1CC[C@@H]2[C@H](COC[C@@H](O)CN2C(=O)c2ccncc2)O1)NCc1cc(F)cc(F)c1	0.297
CC(=O)NC[C@H]1[C@@H](c2ccc(-c3ccccc3)cc2)[C@H](CO)N1C(=O)C1CC1	2.73
COc1ccccc1-c1ccc2c(c1)O[C@H](CN(C)CC1CCOCC1)[C@H](C)CN([C@@H](C)CO)S2(=O)=O	0.662
CNC[C@H]1Oc2cc(C#Cc3ccccc3OC)ccc2S(=O)(=O)N([C@H](C)CO)C[C@@H]1C	-0.451
O=C(Nc1ccc(F)cc1)N1CC(=O)N2[C@H](CO)[C@H](c3ccc(Br)cc3)[C@H]2C1	2.49
O=C(C[C@H]1CC[C@@H](NC(=O)c2cccnc2)[C@H](CO)O1)NCc1ccc(Cl)c(Cl)c1	-1.24
O=C(CC1CC1)N1CC[C@@H]2[C@H]1c1cc(-c3ccc(F)cc3)ccc1N[C@@H]2CO	1.15
COCC(=O)NC[C@H]1[C@@H](c2ccccc2)[C@H](CO)N1C(C)=O	3.83

3 entries from above, in markdown:
| Structure | IDE exosite FP |
| --- | --- |
| COCC(=O)N1CCCCN2[C@H](C1)[C@@H](c1ccc(-c3ccc(OC)cc3)cc1)[C@@H]2CO | 1.43 |
| Cc1cccc(-c2ccc([C@@H]3[C@H](CO)N4CCCCN(S(=O)(=O)c5ccccc5F)C[C@@H]34)cc2)c1 | -22.1* |
| C/C=C/c1ccc([C@H]2[C@H]3CN(C(=O)Nc4ccc(F)cc4)CC(=O)N3[C@H]2CO)cc1 | -1.76 |

Some of the compounds tested. The share of hits here may be higher or lower than overall.
